TAAR1 agonist – human TAAR1 agonism; hit rate 0.99% among 360,000; Q96RJ0; AID 624467; activation, % at 3 µM; CHO RD-HGA16 TAAR1, Fluo-8 calcium fluorescence; vehicle wells 0%, saturating PEA agonist 100%;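 active means activation above the mean activation of all test compounds in the run plus 3 SD, cut at about 38% in these data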
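Assay system: CHO-derived RD-HGA16 cells with stable Gα16 and human TAAR1; timing: 17-24 h seeding, 75 min 37 °C dye, 30 min RT; read-out: % activation from peak over basal fluorescence ratio, DMSO-to-PEA scaled; measured by: kinetic Fluo-8 calcium fluorescence; benchmarks: low control DMSO, high control PEA (EC100); doses: 3 µM single concentration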
V1R ag counter – counter-screen for oxytocin receptor agonists: human V1a receptor agonists. P37288. CHO-V1R cells, Fluo-8 calcium fluorescence, agonist mode; 0% DMSO, 100% 3 nM vasopressin. activation, % at 3 µM. hit rate 0.25% among 320,000;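 active means activation above the mean activation of all tested compounds plus 3 SD, per screening run, cut at about 20% in these data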;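 further: signal is peak over basal fluorescence ratio across a 100 second FLIPR read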
OXTR agonist – activates the human oxytocin receptor | P30559 | AID 2435 | CHO-OTR cells, Fluo-8 calcium fluorescence; normalized: DMSO 0%, oxytocin 100% | hit rate 0.32% among 320,000 | activation, % at 3 µM;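 active means activation above the mean of all tested compounds plus 3 SD, cutoff set per screening run, cut at about 20% in these data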;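 further: peak over basal fluorescence ratio from a 100 s FLIPR kinetic read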
Target sequence (P30559 whole entry, looked up): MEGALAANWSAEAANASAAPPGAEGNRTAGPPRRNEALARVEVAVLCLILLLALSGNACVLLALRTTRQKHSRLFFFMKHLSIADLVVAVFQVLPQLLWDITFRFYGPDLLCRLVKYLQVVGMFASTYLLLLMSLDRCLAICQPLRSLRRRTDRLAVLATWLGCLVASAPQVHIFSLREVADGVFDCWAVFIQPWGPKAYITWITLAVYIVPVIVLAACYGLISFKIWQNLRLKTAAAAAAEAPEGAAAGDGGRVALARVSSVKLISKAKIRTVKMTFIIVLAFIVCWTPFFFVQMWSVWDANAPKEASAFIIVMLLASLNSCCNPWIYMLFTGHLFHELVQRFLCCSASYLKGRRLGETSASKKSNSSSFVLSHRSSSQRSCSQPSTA
OXTR potentiate – potentiators of human oxytocin receptor. AID 2445. hit rate 0.061% among 320,000. activation, % at 3 µM. CHO-OTR cells, Fluo-8 calcium fluorescence, potentiator mode; 0% = oxytocin EC15, 100% = EC100. P30559;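 active means activation above that plate's cutoff, the mean activation of tested compounds plus 3 SD, cut at about 6.6% in these data, passing the limit was not always enough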;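 further: 100% uses oxytocin at 75 nM as the full agonist control; some results filed as inactive read as strong as hits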
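Measured by – Fluo-8 calcium dye fluorescence · Test system – human OTR in CHO cells · Dosing – one concentration, 3.0 µM compound · Controls – EC15 oxytocin alone as 0%, 75 nM oxytocin as 100% · Evaluation – normalized max/min fluorescence ratio, % activation · Timing – 6 min pre-incubation, 100 s read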
CHRM1 agonist – human M1 muscarinic receptor agonism; activation, % at 3 µM; hit rate 0.33% among 360,000; P11229; CHO-K1 hM1, Fluo-8 calcium fluorescence, agonist mode; 0% DMSO, 100% acetylcholine EC100;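 active means activation above the run's mean compound activation plus 3 SD, cut at about 16% in these data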;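 further: peak over basal fluorescence ratio within a 140 s kinetic read after compound addition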
Target sequence (P11229 whole entry, looked up): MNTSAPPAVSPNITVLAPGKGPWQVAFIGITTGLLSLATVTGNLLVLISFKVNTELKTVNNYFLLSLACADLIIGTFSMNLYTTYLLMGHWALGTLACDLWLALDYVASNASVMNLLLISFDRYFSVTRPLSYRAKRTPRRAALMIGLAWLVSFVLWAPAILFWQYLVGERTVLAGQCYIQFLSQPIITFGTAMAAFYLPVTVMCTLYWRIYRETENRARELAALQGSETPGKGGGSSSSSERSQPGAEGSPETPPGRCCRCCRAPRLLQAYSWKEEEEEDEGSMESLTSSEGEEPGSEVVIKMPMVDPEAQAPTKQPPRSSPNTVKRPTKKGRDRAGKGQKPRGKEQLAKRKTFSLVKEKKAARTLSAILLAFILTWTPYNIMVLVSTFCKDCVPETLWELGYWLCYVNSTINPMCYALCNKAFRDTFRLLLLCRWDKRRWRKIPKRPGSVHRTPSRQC
CHRM1 PAM – human CHRM1 positive allosteric modulation; CHO-K1 hM1, Fluo-8 calcium fluorescence, ACh EC20; 0% = ACh EC20, 100% = maximal ACh; activation, % at 3 µM; hit rate 0.088% among 360,000; AID 588819; in the data active means activation above about 19%, passing the limit was not always enough
TAAR1 antagonist – human TAAR1 antagonism; Q96RJ0; CHO RD-HGA16 TAAR1, Fluo-8 calcium fluorescence, antagonist; inhibition, % at 3 µM; hit rate 1.5% among 360,000;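 active means inhibition above a per-plate cutoff, the mean inhibition of test compounds on that plate plus 3 SD, cut at about 49% in these data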;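 further: 0% = DMSO plus EC80 beta-PEA response and 100% = DMSO alone without agonist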
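Test system – hTAAR1-expressing CHO RD-HGA16 cells, Gα16-coupled · Also added – β-PEA at EC80 concentration, post-compound challenge · Compound – 3 µM, single point · Incubation – dye loading 75 min at 37 °C, then 30 min room temperature · Measured by – Fluo-8 intracellular calcium dye fluorescence, real-time kinetic reads · Benchmarks – vehicle and agonist controls · Replicates – singlicate, one well per test compound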
CHO parental Ca – signal in parental CHO cells, OX1R antagonist counter-screen. hit rate 0.63% among 330,000. AID 463079. inhibition, % at 5.6 µM. parental CHO-K1, ATP-induced calcium, Fluo-8 fluorescence;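 active means inhibition above that plate's mean sample inhibition plus 3 SD, cut at about 26% in these data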;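 further: 0% = ATP-challenged DMSO wells and 100% = DMSO wells without ATP; some compounds past the cut are filed as inactive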
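Material: Parental CHO cells | Reagent: ATP | Compound dosing: Single nominal dose of 5.6 µM per compound | Detection: Intracellular calcium via Fluo-8 no-wash fluorescent dye | Read-out: % inhibition of ATP-induced calcium mobilization | Benchmarks: Low control ATP plus DMSO, high control DMSO only | Replicates: Singlicate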
CHRM1 antagonist – human CHRM1 antagonism; hit rate 1.3% among 360,000; AID 588852; inhibition, % at 3 µM; CHO-K1 hM1, Fluo-8 calcium fluorescence, ACh EC80 antagonist;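 active means percent inhibition above its own plate's cutoff, namely the mean of that plate's compound wells plus 3 SD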;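 further: peak over basal fluorescence ratio during 140 s after agonist addition; 0% = ACh EC80 plus DMSO and 100% = DMSO alone without agonist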
* = called active by the depositor; / = no result given.

SMILES	TAAR1 agonist	V1R ag counter	OXTR agonist	OXTR potentiate	CHRM1 agonist	CHRM1 PAM	TAAR1 antagonist	CHO parental Ca	CHRM1 antagonist
c1ccc2c(NCC3CCCO3)nc(N3CCCCC3)nc2c1 (configuration not stated)	1	0.5	0.2	-3	-7	-4	-10	-14	8
Cc1ccc(S(=O)(=O)Nc2cccc(S(=O)(=O)Nc3ccccc3C(=O)O)c2)c(C)c1	1	0.3	-0.2	-6	-2	3	-12	0	-4
O=C1OCCN1N1CCOC1=O	0	/	/	/	-2	-3	2	/	2
O=C(CN1CCc2ccccc2C1)Nc1ccccc1C(F)(F)F	56*	-0.4	-2.1	-10	-3	10	4	-4	-20
COc1ccc(C=O)cc1Cn1cnc2c(cnn2C)c1=O	2	0.9	1.3	-2	-2	7	-2	-3	-12
O=C1/C(=C\c2ccc(O)c(O)c2)N=C2CCCCCN12	4	1.4	4.8	-9	-2	12	34	6	-7
CC(C)c1ccc(NC2CCCN(C(=O)CN3CCCC3=O)C2)cc1 (configuration not stated)	4	1.8	1.7	-1	-3	10	-14	-12	-8
Cc1ccc(C)c(NC(=S)N2CCC(NC(=O)c3cccc(F)c3)CC2)c1	-2	4.3	-0.1	-9	-10	14	-19	-21	-12
CCN(CC)C(=O)c1cccc(-c2csc(C(O)c3cccc(OC)c3)n2)c1 (configuration not stated)	5	/	/	/	7	-9	23	/	6
O=C(COC(=O)c1ccccc1NS(=O)(=O)c1cc([N+](=O)[O-])ccc1Cl)c1ccccc1	/	0.7	-0.2	-5	/	/	/	-6	/
Cc1ccc(N2CCN(/N=C/c3c(C)nn(-c4ccccc4)c3Cl)CC2)cc1	10	1.6	0.9	-6	-6	2	5	1	3
Cc1c(C=O)c2ccccc2n1CCOc1ccccc1F	11	8.3	7.4	-17	2	-8	20	3	9
CC(C)NS(=O)(=O)c1ccc(OCC(=O)NCc2ccc3c(c2)OCO3)c(Cl)c1	7	3.2	2.4	-10	-1	-2	11	0	-17
CCn1c(COc2ccccc2Cl)nnc1SCC(=O)Nc1ncccc1C	2	0.2	-0.4	-1	-1	9	-11	-11	1
CC(Sc1nnc(C2CC2)n1C1CC1)C(=O)Nc1ccccc1C#N (configuration not stated)	2	-0.1	0.3	-2	-3	7	4	-4	-1
CCOc1ncccc1C(=O)OCC(=O)c1cc(OC)ccc1OC	1	0.3	-2.7	-11	-5	-3	-16	-12	5
CCOc1ccc(NC(=S)NCCCN2CCN(C3CCCCC3)CC2)cc1	0	-0.1	-1.5	-3	-3	3	-2	-10	-5
Cc1cccc(C)c1NC(=O)CN1CCCC1	-3	/	/	/	-6	17	4	/	-5
O=C1Cc2ccccc2Sc2ccc(O)cc21	0	4.0	-1.3	-10	-5	4	-7	9	-5
COc1ccc(S(=O)(=O)N(C)CC(=O)N2CCCCCC2)cc1	1	2.5	0.5	0	-1	1	-9	-4	-10
Cc1ccccc1-c1cc(C(=O)NCc2ccc3c(c2)OCO3)n(CC2CC(c3cccnc3)=NO2)n1 (configuration not stated)	11	0.5	-1.6	1	-6	0	46	-23	16
Cc1cccc(CC(C)NC(=O)c2oc3c(F)cccc3c2C)n1 (configuration not stated)	-1	-1.1	-2.9	-9	-4	8	-33	-16	-17
CCOc1ccc(-c2cc(C(=O)NN)[nH]n2)cc1	-1	0.3	-1.7	-13	-6	4	7	-14	-3
O=C(NCCc1nnc2ccc(SCC(=O)N3CCOCC3)nn12)c1ccccc1	2	-0.7	-1.1	-1	-3	10	-7	6	-10
CC(C)NC(=O)c1ccccc1NC(=O)CCS(=O)(=O)Cc1ccccc1	13	-0.4	-0.5	-5	-3	-6	15	-2	3
CC(C)(C)c1cc(C(=O)Nc2ccc(F)cc2)n(Cc2ccc(F)cc2)n1	2	0.0	0.6	-15	-3	-14	65*	1	15
COc1cccc(CN2CCNC(=O)C2CC(=O)NC2CCCC2)c1OC (configuration not stated)	0	1.9	-0.4	0	0	15	-12	-15	-15
CN(c1ccc(F)cc1)S(=O)(=O)c1ccc2[nH]cc(C(=O)O)c(=O)c2c1	2	0.0	-0.4	-6	-4	10	15	-3	-16
Cc1nn(-c2ccccc2)c(Cl)c1/C=N/Nc1nncc(=O)[nH]1	2	-0.2	-1.0	-1	-1	0	-41	-18	-17
Cc1cccc(C(=O)NNC(=O)c2ccccc2)c1	2	0.1	-0.7	-6	-2	-9	2	-3	10
CN(C)S(=O)(=O)c1cccc(NC(=S)N/N=C/C(=O)c2ccccc2)c1	2	2.8	0.9	-7	-9	9	7	-15	-13
CCCCCCCNC(=O)C1(CC2CC(c3cccc(Br)c3)=NO2)CCN(C(=O)Cc2ccc(F)cc2)CC1 (configuration not stated)	/	1.4	3.1	-8	4	-6	/	-16	6
CC(C)(C)c1ccc(C(=O)N2CCC3(CC2)NCCc2[nH]cnc23)cc1	1	0.9	-0.4	6	-4	5	-4	-3	-5
COc1cccc(/C=N/n2cnnc2)c1OCc1ccccc1	31	0.6	-0.3	-18	-2	9	-7	4	-5
Cc1cccc(N2CCN(C(=O)C(C)C)CC2)c1C	4	2.2	-0.9	-14	-4	3	-1	7	-4
COc1ccc(-n2c(Cc3cccn3C)nnc2SCC(=O)Nc2ccc(F)cc2)cc1	-2	-0.2	-1.6	-5	-3	0	-12	-15	4
COc1ccc(NC(=O)c2cc(-c3cc(OC)c(OC)c(OC)c3)nc3ccccc23)c(OC)c1	6	3.0	1.8	-12	7	21	3	-19	-11
O=C(CCSc1ccccc1)NCc1cccnc1	4	0.8	-1.5	2	-5	11	-3	-5	-9
Cc1cc(C)n(-c2nc(NCc3cccnc3)c3c4c(sc3n2)COC(C)(C)C4)n1	5	0.5	-2.1	-9	-5	1	-3	-20	-25
Fc1ccc(Br)cc1/C=N/n1cnnc1	-3	-0.2	-1.2	1	-4	11	-1	-11	-12
C[C@@H]1CN([C@@H](C)CO)C(=O)c2cc(NC(=O)C3CC3)ccc2O[C@@H]1CN(C)C(=O)NC1CCCCC1	6	1.1	2.5	1	6	1	-16	-11	0
O=C1C=C(c2ccc(-c3ccccc3)cc2)C[C@@H](c2ccc(F)cc2)C1	0	0.6	0.9	3	1	-7	4	0	9
CCc1ccc(CN(C)C(=O)c2cc(S(=O)(=O)N3CCOCC3)ccc2N2CCCC2)cc1	3	-1.0	-1.1	-6	-5	3	18	-15	-10
O=C(NCCN1C(=O)S/C(=C\c2cccc(Cl)c2Cl)C1=O)C1=COCCO1	5	1.9	0.6	-6	0	-2	-7	-14	-4
Cc1cccc(NC(NC(=O)c2ccccn2)C(Cl)(Cl)Cl)c1 (configuration not stated)	0	1.4	-0.3	-5	-5	2	-10	-12	0
Cn1ncc([N+](=O)[O-])c1C(=O)N/N=C/c1cccc([N+](=O)[O-])c1	6	0.1	0.0	1	-4	-8	-17	-4	10
O=S(=O)(c1ccc(Cl)cc1)N1CCN(c2ncccn2)CC1	0	-0.2	-0.6	-2	4	10	10	-13	0
COc1ccccc1CNc1nc(Nc2ccccc2-n2cccn2)c2sccc2n1	-1	/	/	/	-5	4	-5	/	-7
CCn1cc(Cl)c(C(=O)N2N=C3/C(=C/c4cccs4)CCCC3C2c2cccs2)n1 (configuration not stated)	2	-0.3	-1.0	0	-6	11	0	-16	-7
COc1ccc(CNC(=O)NCCc2c[nH]c3ccccc23)cc1	1	/	/	/	-2	-1	-5	/	14

Going on with the list:
SMILES	TAAR1 agonist	V1R ag counter	OXTR agonist	OXTR potentiate	CHRM1 agonist	CHRM1 PAM	TAAR1 antagonist	CHO parental Ca	CHRM1 antagonist
CC1CCCC(NC(=O)CSc2nnnn2C)C1C (configuration not stated)	12	0.2	0.3	0	-4	2	2	-11	-5
O=C(NC(O)C(=O)c1ccccc1)c1ccc(F)cc1 (configuration not stated)	-1	1.7	2.5	1	-2	6	-7	-4	-12
O=C(CC(NC(=O)OCc1ccccc1)C(=O)OCc1ccccc1)OCc1ccccc1 (configuration not stated)	3	/	/	/	-3	-3	59*	/	5
CCOc1ccc(Cn2nnc(C(=O)NCc3ccc(OC)cc3)c2N)cc1	50*	8.9	7.7	-6	15	2	13	-3	-4
Cc1cccc(C(C)C)c1NS(=O)(=O)c1cn(C)nc1C	1	-0.8	-0.6	-6	0	2	-7	-3	-3
Cc1nc(C)n(C(Oc2ccc(Cl)cc2Cl)C(=O)C(C)(C)C)n1 (configuration not stated)	11	-1.3	-3.2	-1	-6	7	-25	-21	-14
CC1C(=O)N2CCCc3cc(S(=O)(=O)N4CCN(c5ccc(F)cc5)CC4)cc1c32 (configuration not stated)	0	-0.6	-0.1	3	-4	3	-7	-18	-8
CCC1CCCCN1CC(C)(C)NS(=O)(=O)c1ccccc1 (configuration not stated)	-1	-0.5	0.4	-3	-6	7	-15	-9	-15
C=CCn1c(=N)n(CC(=O)c2ccccc2)c2ccccc21	1	-1.1	-2.1	-11	-7	-2	-6	-9	10
O=C1CCN(N=Nc2cccc(Cl)c2)N1	/	-0.2	-1.0	-22	/	/	/	-5	/
O=[N+]([O-])c1cc2cccnc2c2ncccc12	3	1.5	0.4	-3	-3	4	-26	-12	-3
O=C(c1ccc2c(c1)N(Cc1ccc(F)cc1)C(=O)CS2)N1CCOCC1	4	-0.2	0.1	-4	-8	-7	12	-12	12
COCCOC(=O)c1c(C)n(C)c2ccc(OC(=O)c3ccccc3OC)cc12	12	2.3	0.5	1	-2	2	53*	-12	6
CCOc1ccc(/C(O)=C2/C(=O)C(=O)N(CCOCCO)C2c2ccccc2)cc1 (configuration not stated)	4	-0.4	0.2	-8	-1	11	-8	-4	-10

Shown as a hit in TAAR1 antagonist (from the list above):
Structure,CHRM1 agonist,CHRM1 PAM,TAAR1 antagonist,CHRM1 antagonist
CC(C)(C)c1cc(C(=O)Nc2ccc(F)cc2)n(Cc2ccc(F)cc2)n1,-3,-14,65*,15
O=C(CC(NC(=O)OCc1ccccc1)C(=O)OCc1ccccc1)OCc1ccccc1 (configuration not stated),-3,-3,59*,5
COCCOC(=O)c1c(C)n(C)c2ccc(OC(=O)c3ccccc3OC)cc12,-2,2,53*,6

Compound activity: PubChem BioAssay, The Scripps Research Institute Molecular Screening Center

No enrichment for hits (roughly 3.7% active in at least one column).
